PP5 primary – inhibitors of human protein phosphatase 5 (PP5) | P53041 | purified PP5c, OMFP substrate fluorescence | inhibition, % at 6.7 µM | 320,000 compounds, 0.18% hits | AID 1987;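 active = inhibition above the campaign's mean inhibition across all tested compounds plus 3 SD, cut at about 9.5% in these data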;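 note: 0% = DMSO only and 100% = 100 µM cantharidin control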
TPT1 inhibitor – blocks Candida albicans tRNA 2'-phosphotransferase. inhibition, % at 5 µM. recombinant caTPT1, FP RNA substrate dephosphorylation. 300,000 compounds, 0.81% hits;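 active = inhibition above the mean of all tested compounds plus 3 SD, set per screening campaign, cut at about 24% in these data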;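 note: plate controls were DMSO alone for no effect and ferristatin control at 100 nM for full effect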
PP1 counter – blocks human PP1-alpha phosphatase, a PP5 counter-screen; inhibition, % at 6.7 µM; P62136; 320,000 compounds, 0.9% hits; purified PP1alpha, OMFP fluorescence;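 active = inhibition above the mean inhibition of all tested compounds plus 3 SD, computed separately for each screening campaign, cut at about 15% in these data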
AHR activator – human AHR activation | activation, % at 5 µM | 320,000 compounds, 2.5% hits | AHR-responsive luciferase reporter cells, luminescence | AID 2796; in the data active = activation above about 47%;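 note: 0% = vehicle wells and 100% = reference agonist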
Target sequence (P35869 whole entry, looked up): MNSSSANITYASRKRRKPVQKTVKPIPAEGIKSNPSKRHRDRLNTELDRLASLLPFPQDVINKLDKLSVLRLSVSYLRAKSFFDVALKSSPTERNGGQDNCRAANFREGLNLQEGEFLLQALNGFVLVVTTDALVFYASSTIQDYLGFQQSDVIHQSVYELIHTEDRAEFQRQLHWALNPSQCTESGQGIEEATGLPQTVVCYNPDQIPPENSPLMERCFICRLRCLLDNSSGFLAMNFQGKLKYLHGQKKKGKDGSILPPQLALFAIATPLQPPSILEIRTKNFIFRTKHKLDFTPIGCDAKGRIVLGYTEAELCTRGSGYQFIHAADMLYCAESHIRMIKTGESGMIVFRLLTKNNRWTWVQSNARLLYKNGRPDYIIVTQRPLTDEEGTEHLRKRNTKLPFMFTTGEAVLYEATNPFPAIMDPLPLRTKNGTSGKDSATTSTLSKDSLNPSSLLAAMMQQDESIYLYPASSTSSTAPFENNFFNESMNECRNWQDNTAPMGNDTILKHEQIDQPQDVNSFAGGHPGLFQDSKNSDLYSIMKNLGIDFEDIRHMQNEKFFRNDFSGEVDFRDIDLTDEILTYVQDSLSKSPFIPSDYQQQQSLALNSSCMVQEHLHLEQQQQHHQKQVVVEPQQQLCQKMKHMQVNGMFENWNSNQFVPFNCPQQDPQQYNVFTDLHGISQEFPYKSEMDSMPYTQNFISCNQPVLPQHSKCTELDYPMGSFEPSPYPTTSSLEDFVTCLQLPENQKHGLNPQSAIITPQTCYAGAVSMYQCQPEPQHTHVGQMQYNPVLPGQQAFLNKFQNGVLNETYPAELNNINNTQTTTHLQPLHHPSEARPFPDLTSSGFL
proCasp7 act – counter-screen: procaspase-7 (human) activation; recombinant procaspase-7, Ac-DEVD-pNA absorbance 405 nm; D23A/D198A/D206A triple mutant, cannot self-cleave; scale: DMSO 0, 5 µM enzyme 100; activation, % at 8.5 µM; 330,000 compounds, 0.093% hits; AID 463210;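 active = percent activation above the screen-wide mean plus 3 SD, cut at about 25% in these data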
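Assay system: Uncleavable procaspase-7 mutant enzyme / Input: 2 µM procaspase-7 mutant as dispensed / Dosing: single nominal 8.5 µM compound dose, 0.8% DMSO final / Timing: 1 h enzyme–compound preincubation and 2 h substrate reaction, both 25 °C / Detection: p-Nitroaniline absorbance at 405 nm, read at 0 and 120 min / Replication: singlicate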
core dimer inh – blocks dimerization of HCV core protein; TR-FRET GST/Flag-core106 dimerization, 1536-well; inhibition, % at 5 µM; 300,000 compounds, 0.33% hits;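 active = inhibition above the mean of all tested compounds plus 3 SD, set per screening campaign, cut at about 45% in these data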
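Test system: GST/Flag-tagged HCV core106 proteins; Medium: KF-containing HEPES buffer, pH 7.45, DTT, CHAPS, BSA; Times: compound-protein-antibody incubation 4 h at 22.5 °C; Detection: TR-FRET 671 and 617 nm emission; Benchmarks: wells lacking GST-core106 and wells with excess unlabelled core106.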
PAFAH2 FP inh – PAFAH2 (human) inhibition. recombinant PAFAH2, FP-rhodamine activity probe, fluorescence polarization. inhibition, % at 3.39 µM. 340,000 compounds, 0.99% hits. AID 492956;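 active = inhibition above the mean over all tested compounds plus 3 SD, cut at about 30% in these data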;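 note: inhibitors block probe labeling of enzyme so polarization drops; 0% = enzyme with DMSO and 100% = wells lacking PAFAH2 protein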
CTSL1 counter – cathepsin L1 inhibition, PFM18AAP counter-screen; recombinant F. hepatica cathepsin L1, Z-Leu-Arg-MCA fluorescence; inhibition, % at 5.96 µM; 300,000 compounds, 0.49% hits; AID 1906;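 active = inhibition above the mean of all tested compounds plus 3 SD, set per screening campaign, cut at about 17% in these data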;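 note: 0% = plate median of test compound wells and 100% = 1 µM Z-Phe-Ala-diazomethylketone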
procasp3 activ – activates human procaspase-3. P42574. recombinant procaspase-3 D3A, Ac-DEVD-pNA absorbance 405 nm. activation, % at 8.5 µM. 330,000 compounds, 0.11% hits. AID 463141;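 active = activation above the mean of all tested compounds plus 3 SD, cut at about 21% in these data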;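 note: 0% = DMSO alone and 100% = DMSO wells spiked with extra 5 µM PC-3 D3A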
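Technique: 405 nm absorbance of p-nitroaniline, reads at 0 and 120 min; Test system: Procaspase-3 D3A mutant; Incubation: 1 h enzyme-compound preincubation, then 2 h substrate reaction, 25 °C; Repeats: singlicate, each compound tested once; Benchmarks: low control DMSO wells, high control DMSO plus 5 µM PC-3 D3A.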
The depositor's hits bear a star; · = no result given. An unsorted share of the library, and some 5.6% of all compounds hit somewhere here.

Compound	PP5 primary	TPT1 inhibitor	PP1 counter	AHR activator	proCasp7 act	core dimer inh	PAFAH2 FP inh	CTSL1 counter	procasp3 activ
CCOC(=O)C(C)Sc1ncc(OC)c(=O)[nH]1 (stereo not drawn)	0.2	-2	-1	3	-8	-6	0	6	11
O=C(Nc1cnn(Cc2ccccc2)c1)c1nc2ncccn2n1	-0.2	1	-1	28	12	-3	4	7	3
COc1ccc(C(=O)N2CCCC(N3CCN(c4ccccc4F)CC3)C2)c(OC)n1 (stereo not drawn)	1.5	-2	6	2	3	1	-2	1	-5
Cc1ccc(-n2nnnc2SCC(=O)Nc2ccccc2N2CCCCC2)cc1C	3.9	-6	-4	0	-2	15	-9	-2	10
Cc1ccc(C)c(S(=O)(=O)N2CCN(CC(=O)Nc3cc(C)on3)CC2)c1	3.5	0	-2	8	16	-2	-8	1	5
COC(=O)C1C(=O)/C(=C/N(C)C)C(=O)CC1(C)C (stereo not drawn)	1.9	-6	1	0	-4	-5	8	-1	6
N=c1n(Cc2ccccc2Cl)c2ccccc2n1CC(O)c1ccco1 (stereo not drawn)	0.2	6	-2	2	8	-1	-2	5	0
CC(C)C(OC(=O)c1nsc(Cl)c1Cl)C(=O)NC1CCCCC1 (stereo not drawn)	-0.3	1	1	-2	18	11	4	-1	6
CC(C)OC(=O)CCCN1C(=O)c2ccc(N)cc2C1=O	0.6	-4	-3	-7	2	10	7	2	-6
COc1cccc(CNC(=O)C2=Cc3cccc(OC)c3OC2)c1	2.1	-6	1	7	-1	0	-1	-6	10
CN(CC(=O)Nc1ccccc1C(=O)Nc1ccccc1)C1CCCCC1	·	·	·	0	0	·	1	·	-9
CC(C)c1ccc(NC(=O)CCNC(=O)Cn2cnc3ccccc3c2=O)cc1	0.2	-7	1	4	-6	-12	-9	4	0
O=C(c1cccc(NC2=NC3CS(=O)(=O)CC3S2)c1)N1CCN(c2ncccn2)CC1 (stereo not drawn)	1.9	3	-1	9	11	-1	-14	-5	3
CC1=NOC2(C1)N(C)c1ccccc1C2(C)C (stereo not drawn)	0.6	0	-4	0	4	0	0	2	-9
O=S(=O)(NCCCCNS(=O)(=O)c1ccc(F)cc1)c1ccc(F)cc1	1.0	0	-1	1	8	2	5	0	1
CCOc1ccc(NC(=O)N2CCN(S(C)(=O)=O)CC2)cc1	1.9	0	-5	1	3	-1	3	13	-2
Cc1ccc(F)cc1CNC(=O)C1CCC(=O)N(CC2CCCCC2)C1 (stereo not drawn)	3.1	-2	-2	-1	-4	-12	1	2	4
COc1ccccc1NC(=O)N1CCC(C(=O)c2ccc(Cl)cc2)CC1	-1.1	-2	-2	-1	-1	11	4	1	-1
COc1ccc(OC)c(C2C(C(C)=O)=C(O)C(=O)N2CCC(=O)O)c1 (stereo not drawn)	-2.0	-2	-2	2	1	0	5	2	7
COc1ccccc1CNS(=O)(=O)c1ccc(-c2cc(C)no2)cc1	2.8	-3	-1	5	-1	-14	0	0	-3
O=C(Cn1cccc1C(=O)c1ccccc1)NCc1ccc(F)cc1	0.2	-4	2	1	13	0	1	-1	-2
CCOc1cccc(C(=O)Nc2cccnc2)c1	1.5	-3	-2	14	1	-1	4	-2	6
O=C(OCc1cc(Cl)ccc1OC(F)F)c1cccnc1	1.6	0	-2	1	2	0	3	-27	3
Cc1nn(CCCC(=O)N2CCN(c3ccc(F)cc3)CC2)c(C)c1[N+](=O)[O-]	1.4	-5	-4	16	5	0	1	0	-5
c1csc(-c2cnc3n2CCCC3)c1	0.9	-4	-1	2	7	3	6	0	0
O=C(CN1C(=O)c2ccccc2S1(=O)=O)c1ccc2c(c1)OCCO2	-2.0	0	-3	-12	3	-2	-4	-2	1
COc1ccc(-c2nnn(CC(=O)N3CCOCC3)n2)cc1	0.8	-3	3	0	8	0	-10	-8	2
CSc1nc(NCc2ccco2)c2c3c(sc2n1)CN(C)CC3	4.5	6	2	8	-10	9	·	-2	4
Cc1oc(-c2ccccc2)cc1C(=O)Nc1cccc2ccccc12	0.7	2	5	3	0	18	-1	0	5
COC(=O)c1cc(Br)c(=O)n(-c2cccc(F)c2)c1	1.4	-4	-2	0	2	7	-7	4	3

In another format: results already given.
Cc1ccc(F)cc1CNC(=O)C1CCC(=O)N(CC2CCCCC2)C1 (stereo not drawn)
  PP5 primary: 3.1
  TPT1 inhibitor: -2
  PP1 counter: -2
  AHR activator: -1
  proCasp7 act: -4
  core dimer inh: -12
  PAFAH2 FP inh: 1
  CTSL1 counter: 2
  procasp3 activ: 4

N=c1n(Cc2ccccc2Cl)c2ccccc2n1CC(O)c1ccco1 (stereo not drawn)
  PP5 primary: 0.2
  TPT1 inhibitor: 6
  PP1 counter: -2
  AHR activator: 2
  proCasp7 act: 8
  core dimer inh: -1
  PAFAH2 FP inh: -2
  CTSL1 counter: 5
  procasp3 activ: 0

COC(=O)C1C(=O)/C(=C/N(C)C)C(=O)CC1(C)C (stereo not drawn)
  PP5 primary: 1.9
  TPT1 inhibitor: -6
  PP1 counter: 1
  AHR activator: 0
  proCasp7 act: -4
  core dimer inh: -5
  PAFAH2 FP inh: 8
  CTSL1 counter: -1
  procasp3 activ: 6

(list continues)
Compound	PP5 primary	TPT1 inhibitor	PP1 counter	AHR activator	proCasp7 act	core dimer inh	PAFAH2 FP inh	CTSL1 counter	procasp3 activ
COc1ccc(N2CCN(CC(=O)N3N=CCC3c3ccccc3)CC2)cc1 (stereo not drawn)	-1.8	-3	-1	4	8	7	8	0	0
CCN1CCc2c(sc(NC(=O)c3cc4ccccc4cc3OC)c2C(N)=O)C1	3.7	46*	5	2	5	4	-5	3	-7
CCCCc1n[nH]c(=S)n1Cc1ccc(C)cc1	1.9	-1	-4	-5	-34	-5	-4	-4	-14
CC(NC(=O)C(=O)NCC1CCCO1)c1ccccc1 (stereo not drawn)	-1.9	2	-2	3	10	-2	11	0	5
O=[N+]([O-])c1ccc(Cl)c2cccnc12	-1.3	2	2	4	14	-2	-3	-2	3
COc1ccc(-c2cc3onc(-c4c(Cl)cccc4Cl)c3c(=O)n2C)cc1	3.3	-1	6	4	-1	18	5	-3	7
O=C(Nc1ccccc1)NC1CCS(=O)(=O)C1 (stereo not drawn)	2.2	-6	-2	2	-8	-2	-3	-1	-1
O=S(=O)(c1ccc(Cl)cc1)N1CCCCCC1	2.4	-2	-2	12	8	-1	3	-2	9
Cc1ccc(C(=O)Nc2cc(C)nn2CCC#N)cc1	0.5	-2	3	13	-11	-12	13	7	-4
Nn1c(SCC(=O)NC2CCS(=O)(=O)C2)nc2scc(-c3ccccc3)c2c1=O (stereo not drawn)	1.0	·	5	1	-10	·	4	·	6
Cc1c(C(=O)OC(C)C)nnn1-c1nonc1N	1.5	0	1	2	8	4	-5	0	-3
COc1ccccc1NC(=O)COC(=O)c1ccccc1SCC(=O)N1CCCC1	1.4	0	-2	6	-4	4	16	9	9
CCOc1ccccc1NC(=O)CSc1nnc(C2CC2)n1CC	3.9	4	-1	1	-8	-10	-6	1	6
Cc1nn(-c2ccccc2)cc1/C=N/NC(N)=S	-0.3	0	-3	-3	-1	4	·	7	2
Cc1ccc(NC(=O)CN2CCCC2)c2c1CC(C)(C)O2	1.4	2	1	-2	-4	7	3	0	3
CC(=O)c1ccc(S(=O)(=O)NC2CC(=O)N(c3ccc(Cl)cc3)C2)cc1 (stereo not drawn)	-0.4	-3	-3	1	9	-4	-5	1	-9
Nc1nc(=S)[nH]c2c1C1(CCCC1)Cc1ccccc1-2	1.8	-5	-2	1	0	31	-4	3	-10
CCOc1c2ccc(C(=O)NCc3ccc(C(F)(F)F)cc3C(F)(F)F)cc2nn1C	1.8	-2	2	-10	8	5	-3	3	5
COc1cccc(C(=O)c2c(C)c(CCC#N)n3ccccc23)c1OC	-1.6	0	-2	4	2	0	6	2	2
O=C(O)c1cc(S(=O)(=O)NC(CO)C(O)c2ccc([N+](=O)[O-])cc2)ccc1Br (stereo not drawn)	2.2	-5	-2	-3	2	-14	-5	1	5
CCOc1ccc(C(=O)CN2CCN(S(=O)(=O)c3ccc(OC)cc3)CC2)cc1	0.8	-1	-2	-2	-4	2	8	-3	0
CCN(CC)S(=O)(=O)c1csc(C(=O)OCC(=O)c2ccccc2)c1	4.0	0	4	0	-3	4	13	-3	-5
OCCC1CN(Cc2cc(F)ccc2-n2cccn2)CCN1C1CCCC1 (stereo not drawn)	-2.1	-1	-4	1	9	0	0	1	6
COc1cc(-c2nnc3sc(-c4ccncc4)nn23)cc(OC)c1OC	-1.9	-1	-11	22	-12	4	3	-2	-8
CCCc1sc(N)nc1-c1ccc(C)cc1	4.0	0	2	3	-5	-3	-5	-1	-6
CCN(CC(=O)Nc1c(F)cccc1F)C(=O)CCc1nc2sc3c(c2c(=O)[nH]1)CCCC3	0.5	16	2	13	5	29	16	1	3
Cc1ccc(OCC(=O)N2CCc3ccccc3C2)cc1	0.9	-2	3	4	0	-10	-6	-1	0
COc1ccc(CCNC(=O)C2CCN(S(=O)(=O)N3CCOCC3)CC2)cc1OC	0.8	2	0	0	-1	0	0	-5	0
Cc1ccc(NC(=O)COC(=O)C2(CC(=O)NC(C)(C)C)CCCC2)cc1C	·	·	·	3	0	·	7	·	-6
Cn1c(=O)c2c(nc(N3CCN(Cc4ccccc4)CC3)n2CC(=O)c2ccccc2)n(C)c1=O	3.5	-3	1	-1	-1	2	-8	-6	-1

Source: PubChem (The Scripps Research Institute Molecular Screening Center)
